Apaf1 inhib – inhibitors of human Apaf-1 apoptosome | O14727 | reconstituted apoptosome caspase-3 activity, DEVD-Rh110 fluorescence | inhibition, % at 20 µM | 330,000 compounds, 0.71% hits; active = inhibition of at least 40% at 20 µM;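 note: plate controls were DMSO wells for no effect and DEVD-CHO caspase inhibitor wells for full effect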
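Assay system – apoptosome proteins · Medium – Hepes buffer, pH 7.5 · Also added – cytochrome c with DEVD-Rh110 · Timing – 30 min compound preincubation, 50 min activation, room temperature · Detection – Rh110 fluorescence, excitation 480 nm, emission 540 nm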
APOBEC3G inh – blocks human APOBEC3G single-stranded DNA deamination; Q9HC16; inhibition, % at 20 µM; AID 493012; 330,000 compounds, 0.28% hits; recombinant A3G, ssDNA deamination FAM/TAMRA fluorescence;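 active = inhibition of at least 40% at 20 µM, with no more than 30% in the related APOBEC3A deaminase screen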;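 note: plate controls were DMSO wells with A3G for no effect and wells lacking A3G enzyme for full effect; some compounds called inactive have numbers as strong as hits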
Target sequence (Q9HC16 whole entry, looked up): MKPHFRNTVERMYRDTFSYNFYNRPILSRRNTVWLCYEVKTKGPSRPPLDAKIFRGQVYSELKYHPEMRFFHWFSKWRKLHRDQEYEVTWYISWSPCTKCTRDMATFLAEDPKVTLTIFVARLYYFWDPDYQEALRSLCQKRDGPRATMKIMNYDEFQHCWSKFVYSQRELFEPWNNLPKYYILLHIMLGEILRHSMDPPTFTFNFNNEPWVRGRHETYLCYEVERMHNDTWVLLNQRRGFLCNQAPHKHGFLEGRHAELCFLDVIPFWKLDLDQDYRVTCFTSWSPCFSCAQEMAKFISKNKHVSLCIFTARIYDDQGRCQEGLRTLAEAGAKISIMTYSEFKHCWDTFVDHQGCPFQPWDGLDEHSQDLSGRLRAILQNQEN
UBC13 polyUb – blocks human UBC13 polyubiquitin chain formation; P61088; TR-FRET; inhibition, % at 20 µM; 330,000 compounds, 0.47% hits; in the data active = inhibition above about 45%, passing the limit was not always enough
SENP7 inh – blocks the human protease SENP7 | Q9BQF6 | recombinant SENP7, Z-RLRGG-aminoluciferin luminescence, 40 min | 330,000 compounds, 1.5% hits | AID 434973 | inhibition, % at 5 µM;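 active = inhibition above about 50% at the single test dose, limit read from the data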;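 note: plate controls were DMSO with enzyme for no effect and no enzyme buffer wells for full effect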
SENP6 block – SENP6 protease inhibition; Q9GZR1; Recombinant SENP6 catalytic domain, aminoluciferin luminescence; inhibition, % at 10 µM; 330,000 compounds, 1.8% hits;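 active = inhibition above about 50% at the single tested dose, limit read from the data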;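 note: plate controls were DMSO wells with enzyme for no effect and DMSO wells lacking enzyme for full effect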
Target sequence (Q9GZR1 628-1112 limits assumed): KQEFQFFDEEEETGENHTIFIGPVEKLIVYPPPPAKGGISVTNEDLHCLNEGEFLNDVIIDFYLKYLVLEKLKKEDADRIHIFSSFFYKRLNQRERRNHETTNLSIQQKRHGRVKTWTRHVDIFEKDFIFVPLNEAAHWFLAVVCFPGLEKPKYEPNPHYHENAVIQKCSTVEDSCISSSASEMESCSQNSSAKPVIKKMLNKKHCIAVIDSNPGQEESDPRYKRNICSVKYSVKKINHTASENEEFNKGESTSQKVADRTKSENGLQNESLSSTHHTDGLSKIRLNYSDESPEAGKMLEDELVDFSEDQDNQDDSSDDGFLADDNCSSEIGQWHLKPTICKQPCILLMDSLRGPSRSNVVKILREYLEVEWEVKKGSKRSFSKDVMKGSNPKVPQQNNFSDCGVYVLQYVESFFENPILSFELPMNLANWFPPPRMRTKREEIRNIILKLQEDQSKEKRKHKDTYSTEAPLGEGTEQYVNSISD
SENP1 FRET inh – inhibitors of human SENP1 SUMO protease catalytic domain | Q9P0U3 | recombinant SENP1 catalytic domain, CyPet-SUMO1-YPet FRET cleavage | inhibition, % at 10 µM | 360,000 compounds, 0.21% hits | AID 624204;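 active = inhibition at least 30% at 10 µM, raw YFP signal under a set limit, fluorescence ratio 0.5 to 1.5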;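 note: 0% = enzyme with DMSO and 100% = no enzyme wells; some results filed as inactive read as strong as hits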
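Test system: human SENP1 catalytic domain; medium: Tris pH 8 buffer plus EDTA, NaCl, BME, BSA, NP40, catalase; incubation: 50 min reaction at room temperature; technique: FRET, CFP and YFP emission; controls: no-enzyme low control and enzyme-plus-DMSO high control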
SENP8 block-1 – inhibitors of human SENP8 protease | Q96LD8 | recombinant SENP8, Nedd8 substrate fluorescence | inhibition, % at 20 µM | 360,000 compounds, 0.64% hits | AID 602440; in the data active = inhibition mostly above about 40%, no sharp cut-off; inactive = mostly below about 27%
Target sequence (Q96LD8 whole entry, looked up): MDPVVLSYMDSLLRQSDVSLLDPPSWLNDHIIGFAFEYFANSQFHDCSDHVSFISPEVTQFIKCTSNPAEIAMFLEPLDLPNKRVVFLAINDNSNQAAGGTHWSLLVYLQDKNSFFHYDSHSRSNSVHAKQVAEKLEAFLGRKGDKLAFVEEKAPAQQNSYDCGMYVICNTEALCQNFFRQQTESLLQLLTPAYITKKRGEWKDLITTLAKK
SENP8 block-2 – blocks the human protease SENP8. Q96LD8. AID 2540. inhibition, % at 10 µM. 330,000 compounds, 1.2% hits. purified SENP8, Z-RLRGG-aminoluciferin cleavage, luminescence; in the data active = inhibition above about 50%
Numbers without * were called inactive; x = not tested or not shown.

SMILES | Apaf1 inhib | APOBEC3G inh | UBC13 polyUb | SENP7 inh | SENP6 block | SENP1 FRET inh | SENP8 block-1 | SENP8 block-2
O=C(c1cccs1)N(Cc1ccc(F)cc1)C1CCS(=O)(=O)C1 (stereo unspecified) | 8 | -4 | 0 | -13 | 2 | 2 | 15 | -5
CC(C)COc1ccc(C(=O)NC(CC(C)C)C(=O)O)cc1 (stereo unspecified) | 0 | -1 | -3 | -1 | -29 | 0 | 17 | 0
O=C(CCCn1c(=O)[nH]c2cc(Cl)ccc2c1=O)NC1CCCCCC1 | 3 | -3 | 0 | 7 | -11 | -2 | 4 | 6
COc1cc(NC(=O)c2cccs2)ccc1NC(=O)c1ccco1 | 10 | -6 | -15 | -4 | -14 | -1 | -1 | -6
COc1ccc(C2CC(c3ccccc3)=NN2S(=O)(=O)c2ccccc2)c(OC)c1 (stereo unspecified) | 11 | -3 | -1 | -1 | -9 | 0 | 10 | -2
COc1ccc(CNC(=O)CS(=O)(=O)Cc2nc(-c3cccc(OC)c3)oc2C)cc1 | 10 | -1 | 1 | -2 | 7 | 1 | 5 | 6
CCOc1ccccc1NC(=O)c1ccccc1-c1nc(-c2ccccc2OC)no1 | 11 | 4 | -1 | -1 | -10 | -2 | 17 | -3
CCOC(=O)C1=C(COC(=O)c2cc(S(=O)(=O)N(C)C)ccc2C)NC(=O)NC1C (stereo unspecified) | 6 | -8 | -8 | -8 | 3 | 0 | 12 | -12
CCOc1ccc(NC(=O)CN(C)C(=O)c2cn(-c3ccccc3)nc2-c2cccs2)cc1OCC | 26 | -3 | -6 | 14 | 1 | 0 | -6 | -13
O=C(CSc1nnc(C2CC2)n1Cc1ccccc1)c1ccc(S(=O)(=O)N2CCOCC2)cc1 | 17 | -3 | -8 | -5 | 10 | 9 | -8 | -9
CCCc1nc2oc3c(NCCN(C)C)ncnc3c2c2c1CCCC2 | -8 | -6 | 24 | -6 | 6 | -7 | -143 | -7
CCc1ccc(NC(=O)N(CCN2CCOCC2)Cc2ccc3c(c2)CCCN3CC)cc1 | 5 | -5 | 14 | -5 | -3 | -7 | 3 | 4
CC(OC(=O)c1c[nH]c2ccccc12)C(=O)N1CCCC1 (stereo unspecified) | -3 | -8 | 8 | 4 | 7 | 3 | 14 | -8
CCOc1ccc(OCC)c(NC(=O)CN(C)S(=O)(=O)c2cnc[nH]2)c1 | 3 | -5 | 10 | 4 | -17 | 2 | 29 | -2
COc1cc(/C=C(\C#N)c2nc3ccccc3[nH]2)cc(Br)c1OCc1ccc(F)cc1 | 3 | -2 | -28 | 4 | -5 | -55 | -415 | 0
CCNC(=S)Nc1ccc(Cl)cc1 | -5 | -10 | 2 | 0 | -1 | 1 | 15 | 4
COc1cc(O)c(C(CCN2CCOCC2)c2ccc3c(c2)OCO3)c(OC)c1 (stereo unspecified) | 11 | -6 | 4 | 7 | -18 | -1 | -359 | -12
S=C(c1ccc(-c2ccccc2)cc1)N1CCOCC1 | 10 | -5 | 10 | 0 | -16 | 0 | 10 | -13
Cc1cccc(C(=O)Nc2ccnc(-c3cccnc3)n2)c1 | 3 | -3 | 10 | 6 | -9 | -1 | 4 | -1
Nc1c(-c2ccccc2)c(CN2CCOCC2)nn1-c1ccc(F)cc1 | 3 | -2 | -5 | 7 | 8 | 2 | 20 | 0
CSCC[C@H](NC(=O)NCCC1=CCCCC1)C(=O)O | 6 | -5 | -3 | -8 | -11 | 1 | 12 | -10
Cc1nc2c3ccccc3[nH]c(=O)n2n1 | -12 | -8 | 8 | 3 | 10 | 3 | 15 | -2
COC(=O)c1c(C(=O)OC)c(C)n(Cc2cccnc2)c1C | -3 | -4 | 3 | 0 | -9 | 1 | 26 | 1
O=C(Cn1cnc2c(cnn2-c2ccccc2)c1=O)N1CCCc2ccccc21 | 5 | -7 | 1 | 6 | -5 | 3 | 7 | -2
Clc1ccc2nnc(Cl)n2n1 | 3 | -6 | 1 | -9 | -37 | 0 | -36 | -9

More structures.
SMILES | Apaf1 inhib | APOBEC3G inh | UBC13 polyUb | SENP7 inh | SENP6 block | SENP1 FRET inh | SENP8 block-1 | SENP8 block-2
Cc1ccc(C)c(OCc2cc(C(=O)N3CCN(c4cnccn4)CC3)no2)c1 | 7 | -3 | -3 | 14 | -10 | -3 | -400 | -11
Cc1ccc(/C=N/NS(=O)(=O)c2ccc([N+](=O)[O-])cc2)o1 | -1 | -6 | 0 | 0 | 7 | 2 | 27 | 2
Cc1c(C2C(C#N)=C(N)N(c3cccc([N+](=O)[O-])c3)C3=C2C(=O)CCC3)cnn1C (stereo unspecified) | -17 | -4 | -3 | 2 | 4 | x | x | 5
CC(=O)CCc1ccccc1 | -10 | -9 | 1 | 1 | -24 | 1 | 26 | 1
O=S(=O)(c1ccc2c(c1)nc(COc1ccc(Cl)cc1)n2CC1CCCO1)N1CCOCC1 (stereo unspecified) | 29 | -3 | -14 | 0 | -13 | -5 | 2 | -4
O=c1c2ccccc2nc2n1C(CSCc1ccc(Cl)cc1)CS2 (stereo unspecified) | 6 | -7 | 8 | 6 | 1 | 1 | 19 | -2
Cc1cc2cc(CNC(=O)c3ccco3)ccc2n1C | -3 | 23 | -19 | 2 | -4 | 2 | -3 | 3
Cc1ccsc1/C=N/Nc1ncnc2nc[nH]c12 | -2 | -7 | -9 | 43 | 34 | -1 | -39 | 29
O=C(c1cccc(Oc2ccc([N+](=O)[O-])cc2Cl)c1)N1CCOCC1 | -6 | -7 | 4 | -1 | -9 | 1 | 5 | 5
C=CCN1C=C2C(=O)C(C)(OC(=O)c3ccc(OC)cc3)C(=O)C(c3ccco3)=C2C=C1CCCC (stereo unspecified) | 26 | -5 | 4 | 15 | 8 | 21 | 4 | -4
O=C(O)CNS(=O)(=O)c1ccc(F)cc1 | 1 | -5 | 3 | 1 | 7 | 2 | 6 | -1
COc1ccc(NCC(=O)Nc2ccc(Br)cc2F)c(OC)c1 | 6 | -8 | 3 | 14 | 7 | 5 | -6 | 4
CC(C)C[C@H](NC(=O)c1nc[nH]c1C(=O)NCc1ccccc1)C(=O)OCc1ccccc1 | 18 | -7 | -10 | 6 | -11 | 1 | 23 | -8
COc1ccc(-c2csc(N(CCCN(C)C)C(=O)c3cc(OC)c(OC)c(OC)c3)n2)cc1 | 1 | -6 | 9 | -1 | -8 | -15 | 13 | 11
NC(=O)c1c(NC(=O)c2ccc(N3C(=O)CCC3=O)cc2)sc2c1CCCC2 | -1 | -1 | -4 | 8 | 8 | -23 | -324 | 9
O=C1C(C=NCc2ccccn2)=C(O)c2ccccc21 | -10 | 0 | 0 | 2 | -11 | 3 | -4 | -6
Cn1c(SCC(=O)N/N=C/c2ccco2)nc2ccccc21 | -7 | -4 | -9 | -5 | 10 | 1 | -2 | -1
O=C(COC(=O)c1ccc(Br)o1)NCC(=O)Nc1ccc(F)cc1 | 2 | -6 | 3 | 1 | -6 | 0 | 10 | 0
CCOc1ccc(Cn2nnc(-c3ccc(S(C)(=O)=O)cc3)n2)cc1OCC | 0 | -10 | -8 | -5 | -4 | -1 | 14 | -9
CCOc1ccc(N=C2SCCCN2C(=O)c2c(CC)noc2C)cc1 | 18 | 8 | 4 | 8 | -6 | 1 | -2 | -6
CCOC(=O)C(C)Sc1nnc(CNC(=O)c2ccc(OC)cc2)n1C1CCCCC1 (stereo unspecified) | -1 | -4 | 5 | -6 | -10 | 2 | 22 | -3
CCc1cc2c(=O)c(-c3nc4ccccc4n3C)c(C)oc2cc1OC(C)=O | -6 | -4 | 6 | -1 | -1 | -3 | -66 | 5
CCCCNC(=S)N/N=C/c1ccccc1F | -5 | -6 | -3 | -6 | -15 | 3 | 18 | -13
O=C(NCCN1CCOCC1)c1ccc(CS(=O)(=O)c2c(Cl)cccc2Cl)o1 | -11 | -7 | 2 | 1 | 3 | 1 | 4 | -1
COc1ccc(NC(=O)N2CCCc3ccccc32)cc1OC | 0 | -3 | 10 | 2 | 6 | 1 | 4 | 2

The results go on.
SMILES | Apaf1 inhib | APOBEC3G inh | UBC13 polyUb | SENP7 inh | SENP6 block | SENP1 FRET inh | SENP8 block-1 | SENP8 block-2
Cc1ccc2[nH]c(C(F)(F)F)cc(=O)c2c1 | -11 | -7 | 1 | 1 | 4 | 1 | -66 | 1
CCOC(=O)C1(C(F)(F)F)N=C(C(F)(F)F)Nc2ccc(F)cc21 (stereo unspecified) | 10 | -2 | 2 | 3 | -12 | 1 | 21 | -6
CC(C)(C)OC(=O)NCCCCCNC(=O)c1[nH]cnc1C(=O)N[C@@H](Cc1ccccc1)C(=O)OCc1ccccc1 | 23 | -5 | -32 | 4 | -22 | 2 | 10 | -10
CCc1ccc(N2CC(C(=O)OCC(=O)NC3CC3)CC2=O)cc1 (stereo unspecified) | 1 | -8 | -11 | -8 | -2 | 0 | 2 | -14
Cc1cccc(C)c1OCC(=O)OC/C(O)=C(\C#N)c1nc2ccccc2[nH]1 | -8 | -2 | -6 | 1 | 7 | -69 | -23 | -3
O=C(NC1CC1)c1scc2c1OCCO2 | -3 | 2 | 0 | 2 | -10 | 0 | 17 | 2
O=S(=O)(c1ccc(Br)c2nsnc12)N1CCOCC1 | 1 | 0 | 1 | -2 | -5 | 18 | -25 | 1
CCN(CC)CCCN1C(=O)C(=O)/C(=C(/O)c2ccc(Cl)cc2)C1c1ccccn1 (stereo unspecified) | 2 | -4 | -5 | -8 | -13 | 2 | 8 | -8
C[C@H]1[C@H](c2ccccc2)C[C@@H](C(=O)O)C1(C)C | -3 | -10 | 7 | 0 | -22 | 0 | 13 | -6
Cn1nnc(NC(=S)NC(=O)c2cccc3c(Br)cccc23)n1 | 1 | 2 | 0 | -1 | 3 | 2 | 2 | -1
CCCCn1c(-c2cccnc2)n[nH]c1=S | -8 | 5 | 5 | 5 | -8 | 1 | 2 | -2
O=C(NC(=S)NCc1ccc(F)cc1)c1ccccc1 | 14 | -3 | 6 | 3 | -5 | -2 | 16 | -1
Cc1ccc(-n2[nH]c(C)c(C=Nc3ccc(S(=O)(=O)Nc4nccs4)cc3)c2=O)cc1C | 11 | -1 | -19 | 0 | 14 | 4 | 29 | 2
Cc1onc(-c2ccccc2)c1C(=O)n1nnc2ccccc21 | -3 | -4 | 14 | 4 | 4 | 3 | 12 | 5

By substructure: the entries above with fluorine
SMILES | Apaf1 inhib | APOBEC3G inh | UBC13 polyUb | SENP7 inh | SENP6 block | SENP1 FRET inh | SENP8 block-1 | SENP8 block-2
O=C(c1cccs1)N(Cc1ccc(F)cc1)C1CCS(=O)(=O)C1 (stereo unspecified) | 8 | -4 | 0 | -13 | 2 | 2 | 15 | -5
COc1cc(/C=C(\C#N)c2nc3ccccc3[nH]2)cc(Br)c1OCc1ccc(F)cc1 | 3 | -2 | -28 | 4 | -5 | -55 | -415 | 0
Nc1c(-c2ccccc2)c(CN2CCOCC2)nn1-c1ccc(F)cc1 | 3 | -2 | -5 | 7 | 8 | 2 | 20 | 0
O=C(O)CNS(=O)(=O)c1ccc(F)cc1 | 1 | -5 | 3 | 1 | 7 | 2 | 6 | -1
COc1ccc(NCC(=O)Nc2ccc(Br)cc2F)c(OC)c1 | 6 | -8 | 3 | 14 | 7 | 5 | -6 | 4
O=C(COC(=O)c1ccc(Br)o1)NCC(=O)Nc1ccc(F)cc1 | 2 | -6 | 3 | 1 | -6 | 0 | 10 | 0
CCCCNC(=S)N/N=C/c1ccccc1F | -5 | -6 | -3 | -6 | -15 | 3 | 18 | -13
Cc1ccc2[nH]c(C(F)(F)F)cc(=O)c2c1 | -11 | -7 | 1 | 1 | 4 | 1 | -66 | 1
CCOC(=O)C1(C(F)(F)F)N=C(C(F)(F)F)Nc2ccc(F)cc21 (stereo unspecified) | 10 | -2 | 2 | 3 | -12 | 1 | 21 | -6
O=C(NC(=S)NCc1ccc(F)cc1)c1ccccc1 | 14 | -3 | 6 | 3 | -5 | -2 | 16 | -1
